Screening data deposited in PubChem by National Center for Advancing Translational Sciences (NCATS).
HCV inhibitor: qHTS Assay for Inhibitors of Hepatitis C Virus (HCV); Huh7.5.1 HCVcc-Cre infection, luciferase reporter, 44 h; Potency, µM (highest dose often 41.8 µM), for the others: at the top dose activity change, negative = inhibition, hits mostly inhibitors; hit rate 3.4% among 340,000
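HCVcc-Cre virus at an moi near 0.5 was added right after compound to cells cultured 4 h from seeding (1,000 cells/well). Luciferase activity was determined 44 h later, 15 min after substrate addition at RT.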
LmPK inh: qHTS Assay for Inhibitors of Leishmania Mexicana Pyruvate Kinase (LmPK); purified LmPK, Kinase-Glo ATP luminescence, 1 h; Q27686; Potency, µM (top dose mostly 57.5 µM), inactives show top-dose activity change, negative = inhibition, most hits filed as inhibitors; AID 1721, 2009; hit rate 0.37% among 290,000
Target sequence (Q27686 whole entry, looked up): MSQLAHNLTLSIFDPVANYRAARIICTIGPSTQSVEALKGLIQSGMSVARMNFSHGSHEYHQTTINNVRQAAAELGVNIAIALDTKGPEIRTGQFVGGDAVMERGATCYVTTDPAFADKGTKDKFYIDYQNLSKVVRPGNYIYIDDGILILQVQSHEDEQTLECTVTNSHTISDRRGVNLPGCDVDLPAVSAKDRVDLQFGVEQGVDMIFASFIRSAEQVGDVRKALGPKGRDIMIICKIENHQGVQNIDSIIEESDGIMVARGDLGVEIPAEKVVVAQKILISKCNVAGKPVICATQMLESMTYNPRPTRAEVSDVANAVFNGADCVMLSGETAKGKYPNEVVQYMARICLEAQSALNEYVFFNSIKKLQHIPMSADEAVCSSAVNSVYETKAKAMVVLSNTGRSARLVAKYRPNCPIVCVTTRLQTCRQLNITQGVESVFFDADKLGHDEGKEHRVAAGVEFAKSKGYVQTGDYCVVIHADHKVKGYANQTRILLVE
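0.1 nM LmPK, 0.5 mM PEP, 0.1 mM ADP; 50 mM imidazole pH 7.2, 7 mM MgCl2, 50 mM KCl; 1 h RT. Kinase-Glo luminescence readout, normalized to no-enzyme (full inhibition) and uninhibited wells.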
Pf growth 96h: Primary qHTS for delayed death inhibitors of the malarial parasite plastid, 96 hour incubation | P. falciparum luciferase reporter growth, 96 h | Potency, µM (titrated, usually from 28.7 µM), without a hit: at the highest dose activity change, negative = inhibition, actives largely listed as inhibitors | hit rate 6.9% among 320,000 | AID 504834, 2011
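P. falciparum expressing integrated firefly luciferase grown in erythrocytes (2% hematocrit, 0.05% parasitemia final) with compounds for 96 hours at 37 C, 5% CO2. Growth inhibition read as loss of luminescence after adding luciferase detection reagent.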
Sm TGR block: qHTS Assay for the Inhibitors of Schistosoma Mansoni Peroxiredoxins; hit rate 3% among 360,000; Potency, µM (top dose mostly 114 µM), without a hit: at the top dose activity change, negative = inhibition, most hits filed as inhibitors; Schistosoma mansoni thioredoxin glutathione reductase (TGR), Q962Y6; purified TGR, DTNB reduction, TNB absorbance 405 nm; AID 485364, 2010; further: nearly all actives have a fitted effect of over 60% in size
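Kinetic colorimetric format: TGR-catalysed, NADPH-driven DTNB reduction monitored via TNB absorbance. Enzyme dispensed at 20 nM; compound exposure 15 min at room temperature before reaction start.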
Pf growth 48h: Primary qHTS for delayed death inhibitors of the malarial parasite plastid, 48 hour incubation. P. falciparum luciferase growth in erythrocytes, 48 h. Potency, µM (titrated, usually from 28.7 µM), without a hit: top-dose activity change, negative = inhibition, hits mostly inhibitors. hit rate 5.9% among 310,000
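A one-generation exposure of luciferase-tagged malaria parasites in RPMI 1640/Albumax erythrocyte culture, 37 C and 5% CO2. Inhibition is inferred from decreased luminescence after adding detection reagent.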
Tb PYK inh: qHTS of Trypanosoma Brucei Inhibitors; pyruvate kinase (Trypanosoma brucei), Q57TT1; TbPYK enzyme, Kinase-Glo Plus ATP luminescence, 45 min; Potency, µM (series often up to 76.8 µM), for the others: top-dose activity, negative = inhibition, usual class: inhibitors; hit rate 0.12% among 410,000; AID 624173, 2012; further: nearly all actives have a fitted effect of over 50% in size
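Quantitative HTS: titrated library compounds versus trypanosomal pyruvate kinase in TEA buffer (pH 7.2) containing KCl, MgCl2, BSA and Tween-20. Reactions were initiated with ADP, 130 uM final. Kinase-Glo Plus luminescence was read after 45 min at RT.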
* marks the source's active call; other numbers are inactive results; [ ] = remark or other dose. The call rests on the fitted dose curve; in most records, active means well fitted curve in the direction sought with a large enough effect; inconclusive means small, poorly fitted or top-dose-only effect, or another doubt; inactive means no such curve, though single readings can be large; an effect the other way counts as inactive or inconclusive. On the % scale 0 is the no-effect control and ±100 the full control effect; potency means the concentration at half of the fitted maximal effect.

Screening O=C(Nc1nnc(S(=O)(=O)N2CCCC2)s1)c1cccc([N+](=O)[O-])c1 returned HCV inhibitor 9%, LmPK inh -1%, Pf growth 96h 19%, Sm TGR block 1%, Pf growth 48h -6% and Tb PYK inh 0%.
`O=C1CCC(C(=O)N2CCCO2)CN1Cc1cccc(C(F)(F)F)c1` (stereo not given) gave HCV inhibitor 16%, LmPK inh 0%, Pf growth 96h 50%[activator], Sm TGR block -5%, Pf growth 48h 8% and Tb PYK inh 1%.
For Cc1onc(-c2ccc(Cl)cc2Cl)c1-c1csc(COc2ccccc2)n1 the results were HCV inhibitor -4%, LmPK inh 2%, Pf growth 96h inconclusive, Sm TGR block 32%, Pf growth 48h inconclusive and Tb PYK inh -4%.
Screening Cc1nn(CC(=O)N2CCOCC2)c(C)c1[N+](=O)[O-] returned HCV inhibitor 5%, LmPK inh -2%, Pf growth 96h -9%, Sm TGR block 11%, Pf growth 48h 35%[activator] and Tb PYK inh 10%.
COc1cc(/C=C/C(=O)N(C)CC(=O)Nc2ccccc2Br)cc2c1OCCO2 was read as HCV inhibitor inconclusive, Pf growth 96h inconclusive, Sm TGR block -1%, Pf growth 48h 8.3µM* and Tb PYK inh 2%.
`CCOc1ccc(S(=O)(=O)Nc2cccc(C(=O)NCCCN3CCCC3=O)c2)cc1` gave HCV inhibitor -16%, Pf growth 96h -22%, Sm TGR block -6%, Pf growth 48h inconclusive and Tb PYK inh -9%.
Screening Cc1nc2c(C(=O)N3CCOCC3)cnn2c(C)c1Cc1ccc(Cl)cc1 returned HCV inhibitor 14%, LmPK inh 1%, Pf growth 96h inconclusive, Sm TGR block -8%, Pf growth 48h 3% and Tb PYK inh 1%.
`COc1ccc2c(c1OC)C(=O)OC2n1c(O)c(N=NC(C)=O)c2ccccc21` (stereo not given) gave HCV inhibitor 3%, LmPK inh 0%, Pf growth 96h 2%, Sm TGR block 10%, Pf growth 48h 32%[activator] and Tb PYK inh 3%.
Screening C=CCN(c1ccccc1)S(=O)(=O)c1cc2c(cc1C)NC(=O)CO2 returned HCV inhibitor -14%, LmPK inh 4%, Pf growth 96h inconclusive, Sm TGR block 6%, Pf growth 48h 3% and Tb PYK inh -6%.
Cc1ccc(C(=O)NNC(=O)c2ccoc2C)s1 was read as HCV inhibitor -8%, Pf growth 96h 12%, Sm TGR block 68%[activator], Pf growth 48h 42%[activator] and Tb PYK inh -2%.
Screening COc1cc(C2C(C#N)=C(N)N(c3sc4c(c3C#N)CCCC4)C3=C2C(=O)CC(C)(C)C3)cc(OC)c1OC (stereo not given) returned HCV inhibitor 7%, LmPK inh -2%, Pf growth 96h 12µM*, Sm TGR block 7%, Pf growth 48h inconclusive and Tb PYK inh 0%.
`Cn1c(-c2ccsc2)c(-c2cccs2)c2cc(-c3ccc4cc[nH]c4c3)ccc21` gave HCV inhibitor 1.1µM*, Pf growth 96h inconclusive, Sm TGR block -5%, Pf growth 48h 2.1µM* and Tb PYK inh 0%.
COc1ccc(OCC2CCNCC2)cc1 was read as HCV inhibitor 3%, LmPK inh 0%, Pf growth 96h 2%, Sm TGR block 35µM*, Pf growth 48h 132%[activator] and Tb PYK inh -6%.
For CCCOc1ccc(N2C(=O)CC(N3CCN(c4ccccc4F)CC3)C2=O)cc1 (stereo not given) the results were HCV inhibitor 4%, LmPK inh 0%, Pf growth 96h 22%, Sm TGR block -34%, Pf growth 48h 11% and Tb PYK inh 2%.
For O=C(Nc1ccc(OCC(=O)N2CCOCC2)cc1)c1ccccc1F the results were HCV inhibitor 2%, LmPK inh 5%, Pf growth 96h inconclusive, Sm TGR block 11%, Pf growth 48h 31%[activator] and Tb PYK inh 0%.
O=C(NCc1ccco1)c1ccc(S(=O)(=O)N2CCCCC2)cc1 was read as HCV inhibitor -3%, LmPK inh 2%, Pf growth 96h 28%, Sm TGR block 12%, Pf growth 48h 0% and Tb PYK inh -3%.
Screening Cc1ccc(SCC(=O)Nc2ccc3c(c2)C(=O)N(C)C3=O)cc1 returned HCV inhibitor 18%, LmPK inh -5%, Pf growth 96h 72%[activator], Sm TGR block -11%, Pf growth 48h 40%[activator] and Tb PYK inh 0%.
`N#Cc1cc(S(=O)(=O)c2ccccc2)c(N)[nH]c1=O` gave HCV inhibitor 5%, LmPK inh 1%, Pf growth 96h inconclusive, Sm TGR block -1%, Pf growth 48h 3.7µM* and Tb PYK inh 1%.
CCOC(=O)c1c(N)sc(C(=O)N2CCOCC2)c1C was read as HCV inhibitor inconclusive, LmPK inh 3%, Sm TGR block -4%, Pf growth 48h inconclusive and Tb PYK inh -6%.
For O=C(NCC1COc2ccccc2O1)c1ccc(Cl)c(S(=O)(=O)N2CCOCC2)c1 (stereo not given) the results were HCV inhibitor inconclusive, Pf growth 96h 13µM*, Sm TGR block 0%, Pf growth 48h inconclusive and Tb PYK inh 1%.
Screening O=C(NCc1ccc2c(c1)OCO2)c1cccc(N2CCCC2=O)c1 returned HCV inhibitor -8%, LmPK inh -1%, Pf growth 96h -2%, Sm TGR block 1% and Tb PYK inh 3%.
For CCOc1ccc(OCC(=O)Nc2cc3c(cc2C(=O)O)OCCCO3)cc1 the results were HCV inhibitor 13%, LmPK inh -2%, Pf growth 96h 18%, Sm TGR block 6%, Pf growth 48h 7% and Tb PYK inh inconclusive.
CN=C(c1ccc(C)cc1)n1c(=S)nc(-c2ccc(C)cc2)n(C)c1=S was read as HCV inhibitor -9%, LmPK inh -4%, Pf growth 96h inconclusive, Sm TGR block -12%, Pf growth 48h inconclusive and Tb PYK inh -4%.
Screening CCc1sc(NC(C)=O)nc1-c1ccccc1 returned HCV inhibitor 3%, LmPK inh 3%, Pf growth 96h inconclusive, Pf growth 48h 22% and Tb PYK inh -5%.
For CC(C)N(Cc1cn(C)nc1-c1cccc(Cl)c1)CC1CCC(=O)N1 (stereo not given) the results were HCV inhibitor 8%, LmPK inh 0%, Pf growth 96h inconclusive, Sm TGR block 31%, Pf growth 48h -29% and Tb PYK inh 4%.
`Cc1ccc(C(=O)Nc2nc3ccc(S(C)(=O)=O)cc3s2)s1` gave HCV inhibitor -4%, LmPK inh -5%, Pf growth 96h 24%, Sm TGR block 3%, Pf growth 48h 65%[activator] and Tb PYK inh 2%.
For COCC1CCN(Cc2cn(C)nc2-c2cccc(Cl)c2)C1 (stereo not given) the results were HCV inhibitor -14%, LmPK inh 4%, Pf growth 96h 24%, Sm TGR block 20%, Pf growth 48h 14% and Tb PYK inh -10%.
`O=C(Cn1c(SCC(=O)N2CCc3ccccc3C2)nc2ccccc21)NC1CCCC1` gave HCV inhibitor 7%, LmPK inh -3%, Pf growth 96h inconclusive, Sm TGR block 3%, Pf growth 48h 1% and Tb PYK inh 2%.
Screening O=C1NC(=O)C(c2ccc(Cl)cc2)N1 (stereo not given) returned HCV inhibitor 9%, LmPK inh -6%, Pf growth 96h inconclusive, Sm TGR block 7%, Pf growth 48h 12% and Tb PYK inh 8%.
O=C(CN1CCN(Cc2ccccc2)CC1)N/N=C/c1c[nH]c2ccccc12 was read as HCV inhibitor -13%, LmPK inh 3%, Pf growth 96h 40%[activator], Sm TGR block -1%, Pf growth 48h 12% and Tb PYK inh -8%.
Screening COc1cccc(/C=C/C(=O)OC(C)C(=O)Nc2c(C)n(C)n(-c3ccccc3)c2=O)c1 (stereo not given) returned HCV inhibitor -7%, LmPK inh -4%, Pf growth 96h -3%, Sm TGR block 11%, Pf growth 48h 11% and Tb PYK inh 3%.
Screening CSC1=NCCN1C(=O)COc1ccccc1 returned HCV inhibitor 10%, LmPK inh 7%, Pf growth 96h inconclusive, Sm TGR block -13% and Tb PYK inh -5%.
For COc1ccc(CCN/C=C2/CC(=O)NC2=O)cc1OC the results were HCV inhibitor 14%, LmPK inh 1%, Sm TGR block -3%, Pf growth 48h -8% and Tb PYK inh -5%.
O=C(NNC(=S)Nc1ccccc1)c1ccncc1 was read as HCV inhibitor 13%, LmPK inh -20%, Pf growth 96h 415%[activator], Sm TGR block 13%, Pf growth 48h 158%[activator] and Tb PYK inh -4%.
Screening O=C(Nc1ccc(C(=O)N2CCN(c3ccccc3)CC2)cc1)C1=CSCCO1 returned HCV inhibitor 11%, LmPK inh 1%, Pf growth 96h -2%, Sm TGR block 6%, Pf growth 48h -9% and Tb PYK inh -3%.
CCc1ccc(N=C2NC(=O)CS2)cc1 was read as HCV inhibitor -26%, LmPK inh -1%, Pf growth 96h 9.3µM*, Sm TGR block -8%, Pf growth 48h inconclusive and Tb PYK inh -2%.
Screening Cn1c(SCC(=O)N2CCOCC2)nc2cccnc21 returned HCV inhibitor 19%, LmPK inh -12%, Pf growth 96h 22%, Sm TGR block 3%, Pf growth 48h 10% and Tb PYK inh 3%.
For COC(=O)CCCCCN1C(=O)/C(=C\c2ccncc2)SC1=S the results were HCV inhibitor 7%, LmPK inh 0%, Pf growth 96h inconclusive, Sm TGR block -3%, Pf growth 48h -1% and Tb PYK inh -4%.
CCn1c(=O)n(CC)c2cc(N3CCCC3)c(NC(=O)c3cc(Cl)ccc3OC)cc21 was read as HCV inhibitor 4µM*, LmPK inh 4%, Pf growth 96h 8.3µM*, Sm TGR block -23%, Pf growth 48h inconclusive and Tb PYK inh -12%.
`CCOc1cc(NC2CS(=O)(=O)CC2O)c(OCC)cc1NC(=O)c1ccccc1` (stereo not given) gave HCV inhibitor -14%, LmPK inh 0%, Sm TGR block -2%, Pf growth 48h -9% and Tb PYK inh -5%.
`CCOC(=O)c1c(-c2ccc(C)o2)csc1NC(=O)CSc1nncs1` gave HCV inhibitor inconclusive, LmPK inh -5%, Pf growth 96h 31%[activator], Sm TGR block 4.5µM*, Pf growth 48h 10µM* and Tb PYK inh inconclusive.
For CC1=C(C(=O)NCc2ccccc2)C(c2cccnc2)n2ncnc2N1 (stereo not given) the results were HCV inhibitor 7%, LmPK inh 2%, Pf growth 96h 5%, Sm TGR block 6%, Pf growth 48h 7% and Tb PYK inh 0%.
`CCCCN1C(=O)/C(=C/C=C2/C=Cc3ccccc3N2CC)SC1=S` gave HCV inhibitor -1%, LmPK inh -2%, Pf growth 96h 0.12µM*, Sm TGR block 64%[activator], Pf growth 48h 13% and Tb PYK inh -21%.
